# Compound activity (PubChem)
# Glyco luc inh – N-linked glycosylation inhibition | reporter increase, % at 12.5 µM | hit rate 0.23% among 360,000 | D54 ERlucT glycosylation luciferase reporter, 24 h; percent of 100 nM tunicamycin response | AID 588692;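 active = mean luciferase reporter signal, scaled so untreated is 0 and the glycosylation-blocking control 100, at or above a set limit in every replicate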;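 note: luciferase carries N-glycosylation sites so blocking glycosylation raises the light; 0% = median of neutral control wells and 100% = median of 100 nM tunicamycin wells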
# Exocytosis inh – blocks lytic granule exocytosis | TALL-104 LAMP-1 surface exposure, flow cytometry; cells stimulated with thapsigargin and PMA | inhibition, % at 10 µM | hit rate 0.66% among 360,000 | AID 651702;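 active = inhibition above about 55%, limit read from the data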
# ABHD5 PLIN5 PPI – inhibitors of human ABHD5-perilipin-5 interaction; Q00G26+Q8WTS1; Split G. princeps luciferase complementation, luminescence, 4 h; inhibition, % at 4 µM; hit rate 0.78% among 360,000; AID 602281;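 active = inhibition above the mean inhibition across every tested compound plus 3 SD, cut at about 22% in these data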;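 note: 0% = DMSO only wells and the 100% control is not disclosed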
# MC4R barr agon – agonists of human melanocortin 4 receptor (MC4R) beta-arrestin; P32245; U2OS MC4R beta-arrestin complementation, luminescence; percent of melanotan II response, DMSO zero; activation, % at 8.9 µM; hit rate 0.98% among 360,000; AID 540308;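 active = activation above a per-plate cutoff, the mean activation of sample wells on that plate plus 3 SD, cut at about 8% in these data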
# MC4R antag cAMP – blocks human MC4R cAMP signaling; hit rate 0.48% among 360,000; inhibition, % at 6.5 µM; P32245; MC4R-expressing cells, MTII-stimulated cAMP, LANCE TR-FRET;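 active = inhibition above its plate's cutoff, the mean of tested wells on that plate plus 3 SD, cut at about 29% in these data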;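 note: 0% = Melanotan II alone and 100% = Melanotan II plus saturating MCL0020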
#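 Material: human MC4R-expressing U2OS cells. Probe or stimulus: Melanotan II challenge. Dosing: 6.5 µM single dose. Times: 30-min compound, 1-h challenge, 1-h detection, room temperature. Technique: TR-FRET with Eu-cAMP and labeled anti-cAMP, 671 nm. Replication: singlicate.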
# aDG glyco act – alpha-DG glycosylation activation. activation, % at 10 µM. Pro5-aDG cells, alpha-DG glycosylation AlphaScreen (IIH6); 0% Pro5, 100% B10-LARGE cell signal. AID 624168. hit rate 0.22% among 360,000;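 active = activation of at least 8% versus controls, or a plate z-score of at least 8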;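 note: Pro5 are CHO cells carrying HIG-tagged alpha-DG that lacks glycosylation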
# Vif imaging – inhibitors of HIV Vif; HEK293T cells, Vif self-association by quenched fluorescence, imaging, 24 h; inhibition, % at 7.49 µM; hit rate 0.35% among 340,000; AID 602346; in the data active = inhibition above about 50%, passing the limit was not always enough; note: some results filed as inactive read as strong as hits
# TLR9-MyD88 block – inhibitors of human TLR9-MyD88 binding. hit rate 0.21% among 340,000. Q9NR96+Q99836. inhibition, % at 4.98 µM. CHO BLA complementation TLR9-MyD88, CCF4 FRET ratio;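 active = inhibition above the mean over all tested compounds plus 3 SD, cut at about 21% in these data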;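 note: 0% = DMSO only wells and 100% = clavulanate BLA inhibitor control wells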
# ABCB6 inh 2 – inhibitors of human ABC transporter ABCB6. Q9NP58. K562-ABCB6 porphyrin accumulation, flow cytometry, 1 h; stronger effect = lower value. fluorescence ratio to DMSO, % at 10 µM. hit rate 0.19% among 360,000;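 active = fluorescence ratio to DMSO below 75%, the collection mean minus 3 SD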;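 note: signal is porphyrin accumulated inside mitochondria; 100% equals median channel fluorescence of DMSO control wells; lower ratio means ABCB6 inhibition with less porphyrin fluorescence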
# Target sequence (Q9NP58 whole entry, looked up): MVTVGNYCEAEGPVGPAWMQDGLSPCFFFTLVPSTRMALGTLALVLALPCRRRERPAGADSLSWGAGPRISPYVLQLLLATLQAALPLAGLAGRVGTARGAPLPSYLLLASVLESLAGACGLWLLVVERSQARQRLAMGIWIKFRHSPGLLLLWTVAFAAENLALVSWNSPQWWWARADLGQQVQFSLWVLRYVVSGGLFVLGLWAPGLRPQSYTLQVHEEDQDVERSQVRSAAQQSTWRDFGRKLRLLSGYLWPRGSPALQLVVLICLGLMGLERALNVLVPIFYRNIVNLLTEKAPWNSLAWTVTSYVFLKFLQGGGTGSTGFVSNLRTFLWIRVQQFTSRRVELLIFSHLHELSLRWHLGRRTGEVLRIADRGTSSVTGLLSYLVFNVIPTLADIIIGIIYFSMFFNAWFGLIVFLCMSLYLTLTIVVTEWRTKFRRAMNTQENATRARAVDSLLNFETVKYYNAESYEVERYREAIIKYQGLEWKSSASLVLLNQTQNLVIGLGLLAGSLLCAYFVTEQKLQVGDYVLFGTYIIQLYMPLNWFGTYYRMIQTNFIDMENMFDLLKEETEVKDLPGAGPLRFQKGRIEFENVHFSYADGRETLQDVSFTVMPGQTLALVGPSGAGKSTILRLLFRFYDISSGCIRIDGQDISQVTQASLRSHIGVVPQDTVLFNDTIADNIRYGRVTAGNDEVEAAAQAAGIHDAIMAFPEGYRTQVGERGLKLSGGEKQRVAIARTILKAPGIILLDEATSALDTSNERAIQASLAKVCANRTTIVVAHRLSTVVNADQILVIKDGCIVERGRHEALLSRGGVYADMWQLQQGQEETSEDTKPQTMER
# NOD2-RIPK2 inh – blocks binding of human NOD2 to RIPK2; CHO BLA complementation NOD2-RIPK2, CCF4 ratio; inhibition, % at 4.98 µM; hit rate 0.38% among 360,000; AID 624267; in the data active = inhibition above about 21%;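 note: 0% = vehicle only and 100% = reference blocker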
# * = called active by the depositor; . = no result given. Not all compounds are listed. The share of hits here may be higher or lower than overall.
# Under each structure – Glyco luc inh, Exocytosis inh, ABHD5 PLIN5 PPI, MC4R barr agon, MC4R antag cAMP, aDG glyco act, Vif imaging, TLR9-MyD88 block, ABCB6 inh 2, NOD2-RIPK2 inh
> Cc1cnc(C(=O)OCC(=O)Nc2cccc(Cl)c2)cn1
  4, 1, 1, 0.0, 10, 0.1, 15, 10, 97, -16
> CC[n+]1c(/C=C/c2ccc(N(C)C)cc2)ccc2ccccc21
  5, -4, 29*, -3.4, -36, 0.7, -1, -5, 414, -2
> CC(C)C(=O)OC/C(O)=C(\C#N)c1nc2ccccc2[nH]1
  3, -1, 3, -2.0, 3, -0.2, 32, -7, 102, 0
> CCOc1ccc(C(=O)Nc2ccc3[nH]ncc3c2)cc1
  -11, 10, -11, -2.0, -2, -0.1, -7, -6, 97, -2
> CCNc1ccc(S(=O)(=O)N2CCCCC2)cn1
  1, 7, -5, -0.9, 12, -0.2, 20, -2, 99, -7
> O=S(=O)(/N=C(\c1ccc(Cl)cc1)N1CCOCC1)c1ccccc1
  -1, 0, 9, -0.8, -8, 0.2, ., -14, 100, -2
> N=c1oc2ccccc2cc1C(=O)Nc1cccc(F)c1
  -8, 7, 2, 0.0, 2, 0.0, -3, -4, 102, -11
> O=C(c1cccnc1)N1CCC(Oc2ccc(C(=O)N3CCCC(O)C3)cc2)CC1 (configuration not stated)
  0, 0, 4, -3.2, 0, -0.3, 1, 2, 105, -1
> COc1ccc(NC(=O)C2C3CCC4C(CCC32)C4(Cl)Cl)cc1 (configuration not stated)
  1, 2, -7, 1.0, 6, -0.2, -4, -2, 98, 3
> COc1ccc(-c2nc(N=Nc3ccc(O)cc3)n[nH]2)cc1
  1, 8, 1, -1.7, -7, -0.6, -10, -7, 102, -12
> Cc1nc(C)c(-c2csc(Nc3ccc(S(N)(=O)=O)cc3)n2)s1
  6, -6, 2, 1.0, 23, 0.0, 0, -10, 96, -7
> Cc1ccsc1/C=N/n1c(=S)[nH]nc(C)c1=O
  2, -1, 3, 0.4, 13, 0.2, 2, -10, 96, 0
> COCc1cccc(NC(=O)CCc2ccccc2)c1
  -1, -2, 2, -2.6, -4, -0.4, 4, ., 102, -7
> Clc1ccc(Cn2cc(/C=N/n3cnnc3)c3ccccc32)c(Cl)c1
  1, 1, -1, 16*, 14, 2.6, -4, -1, 106, 1
> Cc1ccc(C(=O)COC(=O)c2ccc(O)cc2)cc1
  -1, -2, -7, -1.0, -8, 0.4, -2, -1, 97, -4
> C1CCc2c(nc3nnnn3c2NCC2CC2)C1
  0, -2, 0, -2.4, 8, -0.1, 1, -8, 95, 12
> O=C(NC(=S)Nc1ccccc1N1CCCCC1)c1cccs1
  -3, 2, -17, 0.1, 3, 0.3, -1, 4, 93, 6
> S=C(NCCc1ccccc1)N1CCn2cccc2C1c1ccncc1 (configuration not stated)
  7, -1, -8, -2.1, -4, 0.5, 0, -8, 98, -11
> COc1ccc(N2C(=O)CCC(C(=O)N3CCOCC3)C2c2ccc(F)cc2)cc1 (configuration not stated)
  1, -2, 0, -0.6, 3, 0.1, -5, -1, 103, -2
> Cc1c(Cl)cccc1NC(=S)N(Cc1ccco1)C(C)c1ccccn1 (configuration not stated)
  0, -2, -8, -1.2, 5, 0.5, -2, 1, 93, 0
> COc1ccc(CN(C(=O)c2ccc(-c3ccccc3)[nH]2)C(C(=O)NC(C)(C)C)c2ccncc2)cc1 (configuration not stated)
  1, -2, 15, -3.5, 1, 1.3, -2, -6, 95, 7
> S=C(Nc1ccc(Cc2ccncc2)cc1)Nc1cccc(Cl)c1
  0, -2, 1, -1.8, 18, 0.0, 8, 8, 95, -7
> O=C(Cn1nc(C(=O)O)c2ccccc2c1=O)Nc1cc(S(=O)(=O)N2CCCCC2)ccc1Cl
  -1, -3, -2, -1.4, 1, -0.1, 5, -8, 91, -1
> COc1ccc2c3n(nc2c1)CCN=C3c1ccc(C)cc1
  5, -2, 2, 1.6, -4, 0.4, -5, -3, 99, 6
> COc1ccc(CCN2CC(C(=O)N(C)Cc3c(C)n[nH]c3C)CCC2=O)cc1 (configuration not stated)
  2, 3, -5, -1.2, 6, -0.4, 0, 1, 96, 1
> COc1ccc(-c2nc(CN3CCC(C(=O)NC4CCN(Cc5ccccc5)CC4)CC3)c(C)o2)cc1OC
  -3, 3, 2, -0.9, 2, 1.1, 1, 9, 102, -1
> COC(=O)C1=CN(Cc2ccc(F)cc2)C=C(C(=O)OC)C1c1ccc(O)c(OC)c1
  -2, 1, -9, 0.7, 24, 0.4, -4, 0, 100, 0
> O=C1NC2(CCCCCC2)C(=O)N1Cc1ccccc1F
  0, -17, -6, -1.2, 3, 0.0, 3, 9, 99, 5
> O=C(CSCC(=O)Nc1cccc([N+](=O)[O-])c1)Nc1ccccc1
  0, -3, 2, -1.5, -2, 0.2, 0, 1, 90, -3
> Cn1c(=O)[nH]c(=O)c2c1nc(CN1CCN(c3ccccc3F)CC1)n2CCCc1ccccc1
  2, 3, -3, 3.1, 12, 0.2, 1, -2, 98, -10

# Entries above printed as active in ABHD5 PLIN5 PPI.
# Under each structure – Glyco luc inh, Exocytosis inh, ABHD5 PLIN5 PPI, MC4R barr agon, MC4R antag cAMP, aDG glyco act, Vif imaging, TLR9-MyD88 block, ABCB6 inh 2, NOD2-RIPK2 inh
> CC[n+]1c(/C=C/c2ccc(N(C)C)cc2)ccc2ccccc21
  5, -4, 29*, -3.4, -36, 0.7, -1, -5, 414, -2

# Compound profiles, from the list above. Order of screens: Glyco luc inh, Exocytosis inh, ABHD5 PLIN5 PPI, MC4R barr agon, MC4R antag cAMP, aDG glyco act, Vif imaging, TLR9-MyD88 block, ABCB6 inh 2, NOD2-RIPK2 inh
# COc1ccc(-c2nc(N=Nc3ccc(O)cc3)n[nH]2)cc1 across the screens: 1, 8, 1, -1.7, -7, -0.6, -10, -7, 102, -12
# CCOc1ccc(C(=O)Nc2ccc3[nH]ncc3c2)cc1 across the screens: -11, 10, -11, -2.0, -2, -0.1, -7, -6, 97, -2
# Cc1ccc(C(=O)COC(=O)c2ccc(O)cc2)cc1 across the screens: -1, -2, -7, -1.0, -8, 0.4, -2, -1, 97, -4

# The main list resumes, starting 4 compounds before the break.
# Under each structure – Glyco luc inh, Exocytosis inh, ABHD5 PLIN5 PPI, MC4R barr agon, MC4R antag cAMP, aDG glyco act, Vif imaging, TLR9-MyD88 block, ABCB6 inh 2, NOD2-RIPK2 inh
> COC(=O)C1=CN(Cc2ccc(F)cc2)C=C(C(=O)OC)C1c1ccc(O)c(OC)c1
  -2, 1, -9, 0.7, 24, 0.4, -4, 0, 100, 0
> O=C1NC2(CCCCCC2)C(=O)N1Cc1ccccc1F
  0, -17, -6, -1.2, 3, 0.0, 3, 9, 99, 5
> O=C(CSCC(=O)Nc1cccc([N+](=O)[O-])c1)Nc1ccccc1
  0, -3, 2, -1.5, -2, 0.2, 0, 1, 90, -3
> Cn1c(=O)[nH]c(=O)c2c1nc(CN1CCN(c3ccccc3F)CC1)n2CCCc1ccccc1
  2, 3, -3, 3.1, 12, 0.2, 1, -2, 98, -10
> Nc1cccc(-c2nc3ccc(C(=O)c4ccccc4)cc3[nH]2)c1
  10, 5, 4, 0.1, 1, -0.2, 2, 3, 97, 1
> COc1ccc(C2(NC(C)=O)CCN(Cc3cccnc3)CC2)cc1
  2, 0, -7, 0.0, -4, 0.3, -9, 3, 88, 0
> CNC(=O)C[C@H]1C(=O)N(C2CCCCC2)C[C@@H]1CSC
  1, -5, 1, 0.5, 5, -0.1, -13, 9, 92, 7
> CC1=CCC2(CO)COC(c3ccccc3O)C1C2 (configuration not stated)
  1, -2, -1, -0.4, 6, -0.2, 7, -4, 93, 7
> O=C(CCNS(=O)(=O)c1ccc(Br)cc1)NCCc1ccc(Cl)cc1
  2, 49, -6, -2.5, 5, 0.1, -5, 6, 99, 9
> Fc1ccc(-c2nnc(Cc3ccc(Cl)cc3)o2)cc1
  -1, 2, -2, -1.4, 7, -0.1, -4, -3, 97, -7
> N#CC1=C(N)Oc2c(ccc3cccnc23)C1c1cccnc1 (configuration not stated)
  4, 0, -3, -2.8, -9, 0.0, 2, 5, 98, 3
> COc1ccccc1Oc1c(C)oc2c(CN(C)C)c(O)ccc2c1=O
  2, -5, 7, -1.9, -3, -0.3, -1, -6, 101, -10
> CCCC(C)NC(C)C(=O)NC1CCCC1 (configuration not stated)
  3, -9, -4, -2.3, 10, -0.3, 13, -2, 97, 3
> Oc1ccc2ccccc2c1C=NNc1ccccn1
  -10, 17, 2, 5.5, 0, 0.2, -15, -1, 97, -8
> O=C(CSc1nccn1-c1ccccc1)Nc1ccc2c(c1)OCO2
  -3, -1, -3, -1.1, 10, 0.0, -1, -7, 105, -7
> O=C(COC(=O)c1ccc2c(=O)n3c(nc2c1)CCC3)Nc1ccccc1F
  3, -2, -8, -1.4, 10, -0.5, -2, 0, 90, 8
> CSc1nc(-c2ccccc2)nn1C(=O)c1ccc(C)cc1
  1, -2, -2, -0.4, 5, -0.1, -5, 2, 92, -6
> CN(Cc1ccccc1)C(=O)[C@@H]1CCCN1C(=O)[C@@H]1CCCN1C(=O)c1c(F)cccc1F
  ., -3, -3, ., ., -0.2, ., ., 93, -6
> COc1ccccc1C(=O)NNC(=O)c1ccc(Cl)cc1
  1, 0, 3, -2.1, 1, 0.2, -3, 0, 103, -9
> Cc1cc(OC(C)C(=O)NCCN2CCOCC2)c2c(C)cc(=O)oc2c1 (configuration not stated)
  -1, -2, 16, -1.0, 17, 8.3*, -4, 0, 101, -10
> CCS(=O)(=O)N1Cc2ccccc2CC1C(=O)NC(C)C12CC3CC(CC(C3)C1)C2 (configuration not stated)
  -6, 1, -3, -0.3, 4, 0.0, -2, -5, 91, 2
> O=C(CSc1nc2nn(-c3ccccc3)c(=O)c-2c2n1CCCCC2)NCCc1ccccc1
  -2, 2, 7, -1.6, 3, 0.0, 7, 4, 101, -3
> N#CC1=C(N)Oc2cc(N)ccc2C1C1CC=CCC1 (configuration not stated)
  13, 4, 5, -1.7, 11, 0.4, 14, -23, 95, 0
> Cc1cc(C)nc(SC(C)C(=O)N/N=C/c2cccs2)n1 (configuration not stated)
  0, -4, 12, -1.9, -10, -0.1, 6, -5, 105, -8
> CC(=O)OC1COC(N2CCc3cc([N+](=O)[O-])ccc32)C(OC(C)=O)C1OC(C)=O (configuration not stated)
  0, -5, -4, -1.0, -1, -0.4, 7, -1, 106, -4
> C/C(=N\NC(=O)c1c(C)nc2ccccn12)c1cccc([N+](=O)[O-])c1
  -1, -4, 0, -2.2, 10, 0.2, 25, -12, 91, 0
> CCN(CC)c1ccc(NC(=O)CC2Oc3ccccc3NC2=O)c(C)c1 (configuration not stated)
  18, 0, 4, 1.0, -3, 0.1, 10, 0, 93, -13
> CCn1c(CC(=O)Nc2ccccc2C)nnc1SCC(=O)NC1CCCC1
  6, -4, -6, 1.6, 8, 0.0, -6, -5, 101, -1
> COc1ccc(OC)c(CNC(=O)C2CCCN(C(=O)N(C)C)C2)c1 (configuration not stated)
  0, -3, 8, 0.5, 3, -0.2, -5, 5, 99, -1
> COc1ccc(OC)c(NC(=O)CN(C)CC(=O)Nc2ccccc2Cl)c1
  2, -5, 3, -0.9, 15, 0.1, -8, 6, 100, -8
> CC1CCCCC1NCC(=O)NCc1ccc(F)cc1 (configuration not stated)
  -1, -1, 9, 2.3, 2, 0.3, -1, 4, 102, -2
